# Source: PubChem
# DUSP3 inh – VHR1 phosphatase inhibitors, primary screen, biochemical, colorimetric, HTS; inhibition, % at 20 µM; hit rate 0.7% among 50,000; recombinant VHR phosphatase, colorimetric substrate read-out; in the data active = inhibition above about 60%; also: some results filed as inactive read as strong as hits
# Target sequence (P51452 whole entry, looked up): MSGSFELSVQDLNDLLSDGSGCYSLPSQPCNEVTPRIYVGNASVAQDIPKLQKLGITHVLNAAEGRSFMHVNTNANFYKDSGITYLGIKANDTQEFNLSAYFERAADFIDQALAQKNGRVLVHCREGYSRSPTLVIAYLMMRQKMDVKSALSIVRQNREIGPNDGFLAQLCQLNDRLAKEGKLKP
# An asterisk follows results filed as active. The list is partial; count on the stated rates, not on these rows.
SMILES | DUSP3 inh
COc1ccc(C(=O)NCc2ccncc2)cc1[N+](=O)[O-] | -11.7
C=CCN(c1ccc(C(=O)O)cc1)S(=O)(=O)/C=C/c1ccccc1 | 0.7
Cc1ccc(C2C3=C(CC(C)(C)CC3=O)OC3=C2C(=O)CC(C)(C)C3)o1 | -7.2
COc1ccccc1-c1c(C#N)c(N)c(C#N)c2c1CCCC2 | -16.0
CC1=C(C(=O)OC2CCCCC2)C(c2cccnc2)C2=C(CCCC2=O)N1 (stereo not drawn) | 0.1
COC(=O)c1cccc(OC)c1[N+](=O)[O-] | -1.8
COc1ccc(C2/C(=C(/O)c3ccc(C)cc3)C(=O)C(=O)N2CCCCCC(=O)O)cc1OC (stereo not drawn) | 19.0
Cc1ccc(S(=O)(=O)N(CC(=O)Nc2ccc(F)cc2)Cc2ccccc2)cc1 | -33.1
CN(C)c1ccc(C(=O)NCc2ccccn2)cc1 | -15.2
COC(=O)c1ccc(C(=O)OC)c(NC(=O)/C=C/c2ccc(Cl)cc2)c1 | -14.3

SMILES | DUSP3 inh
COC(=O)C1=CN(Cc2ccc(OC)cc2)C=C(C(=O)OC)C1c1ccsc1 | -1.4
COCCCNC(=O)c1ccccc1C | -5.4
O=C1CC(c2ccc(Cl)cc2)CC2=C1C(c1cc3c(cc1Br)OCO3)Nc1ccccc1N2 (stereo not drawn) | 13.7
COc1ccc(/C=N/N2C(=O)CSC2=S)cc1 | -16.7
CC(/C=C1\SC(=S)N(c2cccc(C(F)(F)F)c2)C1=O)=C\c1ccccc1 | -4.9
CC(=O)CC(=O)Nc1ccc(Nc2ccccc2)cc1 | -20.2
CS(=O)(=O)c1ccc2nc(NC(=O)c3cccc(Br)c3)sc2c1 | 2.9
CCOC(=O)C(=CNc1ccc(C(C)C)cc1)C(=O)OCC | 12.3
O=C(c1cccc([N+](=O)[O-])c1)c1ccc2c(c1)C(=O)N(N1C(=O)c3ccccc3C1=O)C2=O | 0.5
CCCOc1ccc(C(=S)N2CCN(c3cccc(C)c3)CC2)cc1 | -22.0

SMILES | DUSP3 inh
CC(C)C(NS(=O)(=O)c1ccccc1[N+](=O)[O-])C(=O)Nc1cccc2ccccc12 (stereo not drawn) | -17.9
O=C(Nc1sc2c(c1C(=O)O)CCCCC2)c1ccco1 | -10.2
CCOc1ccccc1NC(=O)C(N)=O | -7.7
O=C(ON1CC1(C(F)(F)F)C(F)(F)F)c1ccccc1 (stereo not drawn) | 5.1
CC(=O)CC1(O)C(=O)N(Cc2ccccc2)c2ccccc21 (stereo not drawn) | -16.9
CC(C(=O)O)N1C(=O)/C(=C\c2ccc(F)cc2)SC1=S (stereo not drawn) | 11.6
O=C(Nc1ccccn1)c1ccc(CN(c2ccccc2)S(=O)(=O)c2ccccc2)cc1 | 2.6
CCOC(=O)c1c(NC(=O)Cc2ccc(OC)cc2)sc(C(=O)Nc2ccccc2OC)c1C | -13.6
C/C(=N\NC(=O)c1ccccc1O)c1ccncc1 | -36.0
CC1CCN(c2cccc3c2C(=O)c2ccccc2C3=O)CC1 | -29.4

# As a short view, 5 of the compounds above:
SMILES | DUSP3 inh
CC(C(=O)O)N1C(=O)/C(=C\c2ccc(F)cc2)SC1=S (stereo not drawn) | 11.6
O=C(Nc1ccccn1)c1ccc(CN(c2ccccc2)S(=O)(=O)c2ccccc2)cc1 | 2.6
CCOC(=O)c1c(NC(=O)Cc2ccc(OC)cc2)sc(C(=O)Nc2ccccc2OC)c1C | -13.6
C/C(=N\NC(=O)c1ccccc1O)c1ccncc1 | -36.0
CC1CCN(c2cccc3c2C(=O)c2ccccc2C3=O)CC1 | -29.4

# Carrying on:
SMILES | DUSP3 inh
Cc1ccc(/C(O)=C2\C(=O)C(=O)N(c3ccc(O)cc3)C2c2cccc(F)c2)cc1 (stereo not drawn) | 30.6
O=C(c1ccc(F)cc1)N1CCN(C(=O)c2cccs2)CC1 | 14.1
CC1=C(C(=O)Nc2ccccc2C)C(c2ccc(Cl)cc2Cl)NC(=O)N1 (stereo not drawn) | -23.7
O=C(NCc1ccc2c(c1)OCO2)c1sc2ccccc2c1Cl | -15.4
O=C(Nc1nc2c(s1)C(=O)CCC2)c1ccccc1Cl | 0.3
COc1cccc(C(=O)Nc2ccccc2C(F)(F)F)c1 | -9.7
CCOCCOC(=O)c1ccc(NC(=O)c2ccncc2)cc1 | 1.4
CN=C(Nc1ccccc1OC)SC1CC(=O)N(c2ccccc2F)C1=O (stereo not drawn) | -0.2
O=C(Nc1ccccn1)c1sc2cc([N+](=O)[O-])ccc2c1Cl | -23.2
Cc1cc(Cl)ccc1OCC(=O)N1CCN(C/C=C/c2ccccc2)CC1 | 46.3

SMILES | DUSP3 inh
O=C(N/N=C/c1ccncc1)c1c[nH]c2ccccc12 | -14.3
Cc1ccccc1NC(=O)c1ccc(OCC(C)C)cc1 | 1.5
C/C(=N\NC(=O)C1(C)CC1(Br)Br)c1ccc(Cl)s1 (stereo not drawn) | -12.4
O=[N+]([O-])c1ccccc1S(=O)(=O)NC12CC3CC(CC(C3)C1)C2 | 0.9
CCN(CC)C(=O)c1c(F)cccc1F | -1.0
O=C(NCC1c2ccccc2CCN1C(=O)c1cccs1)C1CCCCC1 (stereo not drawn) | -10.6
COc1ccc2ccccc2c1C=Nc1ccc(Cl)c([N+](=O)[O-])c1 | -3.0
Cc1onc(-c2c(Cl)cccc2Cl)c1C(=O)Nc1nc(-c2ccc3ccccc3c2)cs1 | -0.7
O=C(c1ccc(F)cc1)N1CCN(c2cc(N3CCCC3)c(F)cc2[N+](=O)[O-])CC1 | -4.1
O=[N+]([O-])c1ccc2c(c1)C=C1CCCCC1(NCc1ccccc1)O2 (stereo not drawn) | -34.4

SMILES,DUSP3 inh
Cc1ccc(C)c(OCC(O)CN2CC(C)CC(C)C2)c1 (stereo not drawn),8.9
O=C(Cc1c(O)c2ccccc2[nH]c1=O)NCc1ccc(Cl)cc1,-22.4
O=[N+]([O-])c1ccc(-c2ncccc2O)cc1,-10.6
CCOC(=O)C1(C)C=C(Nc2ccc(S(=O)(=O)Nc3nccs3)cc2)C(=O)N1c1ccccc1 (stereo not drawn),-3.2
CC(=C/c1ccc(C(C)C)cc1)/C=N/NC(=O)c1cccc(N2CCCC2=O)c1,-1.2
CS(=O)(=O)N(Cc1ccccc1)c1ccc(C(=O)N[C@@H]2C[C@H]3CC[C@@H]2C3)cc1,-84.0
O=C1/C(=C\c2cc(Cl)ccc2O)SC(=S)N1Cc1ccccc1,-31.4
CN1CCN(Cn2c(O)c(N=NC(=O)c3ccncc3)c3ccccc32)CC1,47.0
O=C(NC1CCCCC1)O/N=C\c1ccccc1Cl,-10.5
COc1ccc(/C=N/OCC(=O)N=Nc2c(O)n(CN(C)C)c3ccc(Br)cc23)cc1,-18.1
COc1ccc(C(=O)CCNc2ccc3c(c2)OCCO3)cc1,-16.6
O=C(Nc1ccc(Cl)c(Cl)c1)c1cc2ccccc2o1,-53.9

# Among those listed so far, 4 contain bromine:
SMILES,DUSP3 inh
O=C1CC(c2ccc(Cl)cc2)CC2=C1C(c1cc3c(cc1Br)OCO3)Nc1ccccc1N2 (stereo not drawn),13.7
CS(=O)(=O)c1ccc2nc(NC(=O)c3cccc(Br)c3)sc2c1,2.9
C/C(=N\NC(=O)C1(C)CC1(Br)Br)c1ccc(Cl)s1 (stereo not drawn),-12.4
COc1ccc(/C=N/OCC(=O)N=Nc2c(O)n(CN(C)C)c3ccc(Br)cc23)cc1,-18.1

# (listing goes on)
SMILES,DUSP3 inh
CCCNC(=O)C12CC3CCC(CC(C3)C1)C2,-19.5
COc1ccc(N(CC(=O)N2CCN(c3ccccc3OC)CC2)S(=O)(=O)c2ccccc2)c(OC)c1,-5.0
COc1cc(C=C2C(=O)c3ccccc3C2=O)ccc1OCc1ccc(I)cc1,5.3
COC(=O)c1cccc(N2C(=O)C=CC2=O)c1,17.0
COc1ccc(/C=C(\C#N)c2nc(-c3ccc(C)cc3)cs2)cc1,-3.1
CC(=O)N(c1cccc(C)c1)S(=O)(=O)c1ccc(Cl)cc1,-7.8
O=C(Nc1ccc(Br)cc1)C1c2ccccc2Oc2ccccc21,-8.6
CCOn1c(=O)c(=O)n(OCc2ccccc2)c2ccccc21,-8.4
O=C(O/N=C/c1ccc([N+](=O)[O-])cc1)c1cccs1,-15.7
O=C1NC(c2ccc(F)cc2)Oc2ccccc21 (stereo not drawn),-15.5
O=C1CN(C(=O)c2ccc(Cl)c([N+](=O)[O-])c2)c2ccccc2N1,-4.9
O=C(NC1C2CC3CC(C2)CC1C3)c1ccc(I)cc1 (stereo not drawn),4.4

SMILES,DUSP3 inh
COc1cc2c(cc1OC)C(c1ccc(O)cc1)N(C1CC(=O)N(c3ccccc3)C1=O)CC2 (stereo not drawn),-20.7
Cc1cc(C)n(C(=O)CNC(=O)c2ccco2)n1,24.5
CCOC(=O)C(CCOc1ccc(C)c(C)c1)C(=O)OCC,3.1
COc1ccc(C(=O)Nc2ccncc2)cc1Br,6.9
Cc1cc(C)cc(Nc2cc(=O)n(C)c(=O)n2C)c1,1.9
O=c1c2ccccc2nc(SCCc2ccccc2)n1Cc1ccccc1,-10.0
COCCCNC(=O)/C(=C\C=C\c1ccccc1)NC(=O)c1ccccc1,26.7
CCCOc1cccc(C(=O)Nc2cccc(NC(=O)c3ccco3)c2)c1,-30.8
Cc1ccc(-c2ccc(OCC(=O)Nc3ccccc3C(N)=O)cc2)cc1,8.9
Nc1ccc(O)c(-c2nc3ccc(N)cc3[nH]2)c1,-15.2
COC(=O)c1ccc(/C=C2/C(=O)NC(=O)N(c3ccc(C(C)C)cc3)C2=O)cc1,24.1
C(=N/Nc1nc2ccccc2o1)/c1ccc(N2CCOCC2)cc1,-2.5

SMILES,DUSP3 inh
O=[N+]([O-])c1ccc(CN2CCN(Cc3cccnc3)CC2)cc1,3.1
NS(=O)(=O)c1ccc(NC(=O)COc2ccc(Cl)cc2)cc1,-19.1
COc1ccccc1NC(=O)C1=C(C)NC(=O)NC1c1cc(C)cs1 (stereo not drawn),-9.8
COc1ccc(CCNC(=O)C(=O)NCC2CCCO2)cc1OC (stereo not drawn),-16.4
CCOC(=O)C1CCN(C(=O)CC(c2ccccc2)c2ccccc2)CC1,33.6
O=C(/C=C/c1ccc(OC(=O)c2cccnc2)cc1)c1ccccc1,1.2
CCC(C)C(C(=O)Nc1ccc(I)cc1)N1C(=O)c2ccccc2C1=O (stereo not drawn),-1.1
COc1ccc2c(c1OC)C(=O)N(c1cccc(F)c1)C2=O,-6.4
C=CCOc1ccc2c(OC)c3ccoc3nc2c1OC,11.9
C=CCNC(=O)/C(=C/c1ccc(C)cc1)NC(=O)c1ccc(C)cc1,2.9
O=c1c2ccccc2nc(-c2ccco2)n1-c1cccnc1,-15.5
C=CCNc1nc(-c2ccncc2)cs1,-0.4

SMILES,DUSP3 inh
Cc1nc(NC(=O)C2C3CCC(O3)C2C(=O)O)sc1-c1ccccc1 (stereo not drawn),-8.1
CCn1c(O)c(N=NC(=O)c2ccccc2[N+](=O)[O-])c2ccccc21,4.0
CCOc1cc(OCC)cc(C(=O)Nc2ccc(F)cc2)c1,-11.3
Cc1cc(Cl)ccc1OCC(=O)Nc1cc(-c2nc3ccccc3o2)ccc1Cl,-0.5
Cc1cccc(-n2c(C)cc(/C=N/NC(N)=S)c2C)c1,23.1
COc1ccc(-c2n[nH]c(=S)n2-c2ccc(C)cc2)cc1,-11.7
Cc1ccc(S(=O)(=O)NC(=NC(Cc2ccccc2)C(=O)O)c2ccccc2)cc1 (stereo not drawn),-6.3
CCOC(=O)c1ccc(NC(=O)COc2ccc(Cl)cc2C)cc1,-14.6
Cc1ccc(O)c(/C=N/n2cnnc2)c1,-45.5
COc1ccc(N/C(C)=C/C2=[N+](c3ccccc3)C(C)(O)CS2)cc1 (stereo not drawn),14.5
O=C(Nc1ccc(S(=O)(=O)Nc2ncccn2)cc1)c1ccccc1Br,-6.9
COC(=O)CN(c1ccc(Cl)cc1)S(C)(=O)=O,-26.3

SMILES,DUSP3 inh
C=CCOC(=O)C1=C(C)NC(C)=C(C(=O)OCC=C)C1c1ccc(OC)c(OC)c1,-30.6
CC1SC(c2ccccc2)N(CCc2ccccc2)C1=O (stereo not drawn),-3.0
CC(C)NC(=O)C12CC3(C)CC(C)(CC(C)(C3)C1)C2,9.9
COc1ccc(CC(=O)Nc2ccc(C)c(NC(=O)c3ccccc3)c2)cc1OC,-9.5
CCCCOc1ccc(/C=C2/C(=O)NN(c3ccc(C(=O)OCC)cc3)C2=O)cc1OC,5.9
COc1ccc(N2C(=O)CC(Sc3nnc(N)s3)C2=O)cc1 (stereo not drawn),1.9
N/C(=N\OS(=O)(=O)c1ccc([N+](=O)[O-])cc1)c1ccccn1,-2.7
Cc1ccc2nc(-c3ccc(C)c(NC(=S)NC(=O)c4ccccc4Cl)c3)oc2c1,-2.5
CSc1nc2ccc(N3C(=O)C4CCCCC4C3=O)cc2s1 (stereo not drawn),-1.2
CN(c1ccc(C(=O)Nc2ccc3ccccc3c2)cc1)S(=O)(=O)c1ccccc1,-3.5
C=CCN1C(=O)/C(=C\c2cc([N+](=O)[O-])cc([N+](=O)[O-])c2O)C(=O)NC1=S,40.5
COc1ccc(S(=O)(=O)N2CCN(Cc3ccc(Br)cc3)CC2)cc1,6.6

SMILES,DUSP3 inh
COc1cc(C(=O)N2CCN=C2c2ccccc2)cc(OC)c1OC,8.5
Cc1ccc(/C(N)=N/OC(=O)c2cccc(F)c2)cc1,-9.8
CCN1C(=O)/C(=C\c2cn(Cc3ccccc3)c3ccccc23)SC1=S,-13.5
O=C(NCC1CCCO1)C(=O)Nc1ccccc1Cl (stereo not drawn),-5.7
O=S(=O)(NCCOc1ccccc1Cl)c1ccc2ccccc2c1,-14.8
CC(C)CCP(=O)(O)c1ccccc1,-12.6
O=C1C(=O)N(c2ccccn2)C(c2cccnc2)/C1=C(/O)c1ccccc1 (stereo not drawn),-16.1
Cc1occc1-c1nc(Cc2ccc(Cl)cc2)no1,-3.2
CC(NC(=O)COc1ccc(/C=N/NS(=O)(=O)c2ccccc2)cc1)c1ccccc1 (stereo not drawn),-21.0
COc1ccc(OC(C)C(=O)Nc2ccccc2Cl)cc1 (stereo not drawn),-7.6
CCCCOc1cccc(NC(=O)c2cccc([N+](=O)[O-])c2C)c1,-41.5
CC(C)OC(=O)C1C(=O)CC(C)(O)C(C(=O)OC(C)C)C1c1ccc2c(c1)OCO2 (stereo not drawn),-31.2
C=CCC1S/C(=N\N=C\c2ccccc2)NC1=O (stereo not drawn),-16.0
O=C(Nc1nc2ccccc2n1CCN1CCCCC1)c1ccc(Cl)cc1,-3.2
